CIT2 TOR yeast – modulators of CIT2-GFP expression in yeast, primary screen, S. cerevisiae, GFP fusion, multiplex flow cytometry, MLPCN library; S. cerevisiae CIT2-GFP strain, 3 h; 100 means same as DMSO wells; GFP response vs DMSO, % at 10 µM; hit rate 0.065% among 320,000;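 active means GFP response relative to DMSO above a set limit, near the screen mean plus 3 SD, cut at about 150% in these data; inconclusive means Fewer than 70 cells measured for a yeast strain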;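 further: ratio of well median GFP fluorescence to mean of DMSO wells on the plate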
RPL19A TOR yeast – RPL19A-GFP expression modulators in yeast, primary screen, cell-based, S. cerevisiae, multiplex flow cytometry, MLPCN. hit rate 0.3% among 330,000. AID 2025, 2009. percent response vs DMSO, % at 10 µM. S. cerevisiae RPL19A-GFP strain, 3 h; active compounds read low;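 active means percent response vs DMSO below 50%; inconclusive means fewer than 70 events counted for the yeast strain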;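 further: median channel GFP fluorescence of the barcoded RPL19A-GFP strain; ratio of sample median GFP to plate DMSO average so 100% = DMSO; lower means less RPL19A-GFP as with rapamycin TOR inhibition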
AGP1 TOR yeast – modulators of AGP1-GFP expression in yeast TOR pathway, primary screen, cell-based, multiplex flow cytometry, S. cerevisiae, MLPCN library. 3 h; GFP as percent of DMSO wells. GFP response vs DMSO, % at 10 µM. hit rate 0.02% among 320,000. AID 2066, 2009;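 active means GFP response relative to DMSO above a set limit, near screen average plus 3 SD, cut at about 150% in these data; inconclusive means fewer than 70 cells counted for the yeast strain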;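 further: median GFP channel fluorescence of the gated AGP1 strain per well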
LAP4-GFP MLPCN – modulators of LAP4-GFP expression in yeast, primary screen, S. cerevisiae, multiplex flow cytometry, MLPCN library; 3 h; median GFP as percent of DMSO wells; GFP response vs DMSO, % at 10 µM; hit rate 0.34% among 320,000; AID 2023, 2009;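 active means GFP response vs DMSO above a set limit, about the screen mean plus 3 SD, cut at about 150% in these data; inconclusive means under 70 cell events counted for the yeast strain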
MEP2-GFP yeast – modulators of MEP2-GFP levels in yeast, primary screen, S. cerevisiae, multiplex flow cytometry, MLPCN library | S. cerevisiae MEP2-GFP strain, 3 h; 100% = DMSO control level | GFP response vs DMSO, % at 10 µM | hit rate 0.51% among 330,000 | AID 2016, 2009;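 active means GFP response versus DMSO above a set limit, roughly screen mean plus 3 SD, cut at about 180% in these data; inconclusive means fewer than 70 cells counted for a yeast strain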;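 further: median GFP fluorescence of the barcode-gated MEP2-GFP cells per well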
proCasp3 act – activators of human procaspase-3 D3A mutant, primary screen, biochemical, absorbance, PC-3 D3A mutant, single concentration; Caspase-3 (Homo sapiens), P42574; AID 463141, 2010; recombinant procaspase-3 D3A, Ac-DEVD-pNA absorbance 405 nm; activation, % at 8.5 µM; hit rate 0.11% among 330,000;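 active means activation above the mean of all tested compounds plus 3 SD, cut at about 21% in these data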;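 further: 0% = DMSO alone and 100% = DMSO wells spiked with extra 5 µM PC-3 D3A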
Target sequence (P42574 whole entry D9A/D28A/D175A): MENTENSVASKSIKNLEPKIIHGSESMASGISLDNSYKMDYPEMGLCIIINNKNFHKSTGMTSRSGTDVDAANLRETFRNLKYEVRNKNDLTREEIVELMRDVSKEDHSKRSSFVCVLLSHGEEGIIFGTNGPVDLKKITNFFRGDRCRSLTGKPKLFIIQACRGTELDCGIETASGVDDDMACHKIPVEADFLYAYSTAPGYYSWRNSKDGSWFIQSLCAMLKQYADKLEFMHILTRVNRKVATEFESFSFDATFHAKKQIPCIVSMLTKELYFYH
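Assay system – Procaspase-3 D3A mutant · Benchmarks – DMSO low control, extra-enzyme high control · Technique – 405 nm absorbance of p-nitroaniline, reads at 0 and 120 min · Doses – 8.5 µM nominal · Measure – % activation between DMSO and enzyme-spiked controls · Also added – Ac-DEVD-pNA chromogenic peptide substrate · Schedule – 1 h compound preincubation, 2 h substrate hydrolysis at 25 °C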
proCasp7 act – procaspase-7 activators, primary screen, counter-screen for procaspase-3 activator project, biochemical, absorbance, HTS, human; recombinant procaspase-7, Ac-DEVD-pNA absorbance 405 nm; D23A/D198A/D206A triple mutant, cannot self-cleave; scale: DMSO 0, 5 µM enzyme 100; activation, % at 8.5 µM; hit rate 0.093% among 330,000;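 active means percent activation above the screen-wide mean plus 3 SD, cut at about 25% in these data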
Target sequence (P55210 whole entry D23A/D198A/D206A): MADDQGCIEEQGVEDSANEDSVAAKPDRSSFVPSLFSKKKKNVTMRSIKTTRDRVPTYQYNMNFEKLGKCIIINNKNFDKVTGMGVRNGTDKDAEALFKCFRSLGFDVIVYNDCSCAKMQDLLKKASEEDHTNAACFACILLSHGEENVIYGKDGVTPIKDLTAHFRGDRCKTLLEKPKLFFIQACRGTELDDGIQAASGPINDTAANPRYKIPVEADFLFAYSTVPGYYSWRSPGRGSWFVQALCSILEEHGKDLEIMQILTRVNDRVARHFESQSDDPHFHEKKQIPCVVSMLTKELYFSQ
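Detection: p-Nitroaniline absorbance at 405 nm, read at 0 and 120 min; system: Uncleavable procaspase-7 mutant enzyme; evaluation: % activation from two-timepoint absorbance difference, scaled to controls; times: 1 h enzyme–compound preincubation and 2 h substrate reaction, both 25 °C; buffer or medium: Zinc-free HEPES pH 7.4 with 300 mM NaCl, 0.01% Triton X-100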
AHR activator – AHR activators, primary screen, cell-based, luminescence, luciferase reporter, human; Aryl hydrocarbon receptor (Homo sapiens), P35869; AHR-responsive luciferase reporter cells; activation, % at 5 µM; hit rate 2.5% among 320,000; AID 2796, 2010; in the data active means activation above about 47%;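 further: 0% = vehicle wells and 100% = reference agonist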
An asterisk follows results filed as active; ? = inconclusive; / = no result given; [ ] = remark or other dose.

Sample of the layout (2 entries):
SMILES	CIT2 TOR yeast	RPL19A TOR yeast	AGP1 TOR yeast	LAP4-GFP MLPCN	MEP2-GFP yeast	proCasp3 act	proCasp7 act	AHR activator
O=C(NCC1CCCO1)c1cccc(Oc2ccccc2)c1 (stereo not drawn)	104	103	104	88	100	-2	7	11
Nc1c(C(=O)c2ccccc2)sc2nsc(SCCN3CCCC3)c12	99	107	104	105	107	-36	-32	7

This part in full, previewed entries included:
SMILES	CIT2 TOR yeast	RPL19A TOR yeast	AGP1 TOR yeast	LAP4-GFP MLPCN	MEP2-GFP yeast	proCasp3 act	proCasp7 act	AHR activator
O=C(NCC1CCCO1)c1cccc(Oc2ccccc2)c1 (stereo not drawn)	104	103	104	88	100	-2	7	11
Nc1c(C(=O)c2ccccc2)sc2nsc(SCCN3CCCC3)c12	99	107	104	105	107	-36	-32	7
COc1ccccc1CN(C)CC(=O)Nc1ccc(Cl)cc1C(F)(F)F	100	99	95	91	95	-3	8	3
O=C(CSc1nc2ccccc2c(=O)[nH]1)N1CCOCC1	66	108	73	90	94	12	7	0
COc1cccc(C2c3c(-c4ccccc4)n[nH]c3C(=O)N2c2ccc(C(=O)O)cc2)c1 (stereo not drawn)	98	99	105	95	113	5	-1	-2
CCOC(=O)C1(C)/C(=N/Nc2ccc(Cl)cc2)C(=O)C(=O)N1c1ccccc1 (stereo not drawn)	100	101	102	97	103	1	1	10
COc1cc2c(cc1OC)C(C)=NCC2	98	99	102	99	105	8	4	-1
CC1CCN(CC(O)COC2CC(C)CCC2C(C)C)CC1 (stereo not drawn)	100	101	104	97	94	0	-3	13
Cn1c(-c2cc3c(C(F)(F)F)nn(C)c3s2)n[nH]c1=S	110	98	104	100	100	-1	-24	-3
CN1CCC(OC(=O)COc2ccc(Br)cc2)CC1	100	95	97	103	98	-2	-9	-2
COC(=O)c1ccccc1NS(=O)(=O)c1ccc(F)cc1	?	?	?	?	89[may fluoresce red and violet]	-5	0	1
CCC(=O)N1N=C(c2ccccc2)CC1c1ccc([N+](=O)[O-])cc1 (stereo not drawn)	108	108	96	95	97	14	6	-1
Cc1cccc(NC(=O)c2ccc(S(=O)(=O)N(C)CC3CCCO3)cc2)c1C (stereo not drawn)	96	100	101	113	96	8	0	0
CC1CC(C)CN(C(=O)CSc2nnc3ccccn23)C1 (stereo not drawn)	88	91	92	94	90	8	4	-1
CCCn1c(SCC(=O)Nc2cccc(C)n2)nc2c1c(=O)n(C)c(=O)n2C	99	91	/	96	101	3	11	1
COc1ccc2nc(N3CCCC(C(=O)NCCCN4CCN(C)CC4)C3)sc2c1 (stereo not drawn)	94	96	97	90	99	1	16	7
CO/N=C(/CNC(=O)c1ccccc1Cl)c1ccc(Cl)cc1	87	99	100	104	99	3	0	3
COc1cccc(C(=O)NN2C(=S)N(c3ccccc3)C(=O)C2CC(N)=O)c1 (stereo not drawn)	93	100	106	109	98	-3	1	-1
CC1Sc2ccc(C(=O)Nc3cc(S(C)(=O)=O)ccc3Cl)cc2NC1=O (stereo not drawn)	105	103	106	113	111	-11	-12	-3
c1csc(Cn2c(-c3cccs3)nc3ccccc32)c1	97	93	99	100	99	-3	7	1
Brc1ccc(-c2noc3c2-c2nc(-c4ccccc4)sc2CC3)cc1	101	102	106	104	114	5	6	10
O=C(/C=C/c1ccccc1)N1CCN(c2c(Cl)cccc2[N+](=O)[O-])CC1	88	98	97	112	100	2	6	0
COc1ccc(N2C(=O)C(O)C2c2ccc(C)cc2)cc1 (stereo not drawn)	114	110	110	105	116	5	1	0
O=C(/C=C/Nc1ccc(F)cc1F)c1ccco1	99	97	98	100	97	6	-5	41
CN(c1ccccc1)S(=O)(=O)c1ccc(Cl)c(C(=O)NCc2ccco2)c1	110	97	100	98	104	1	5	0

Profiles, looked up by structure.
Shown for `CCCn1c(SCC(=O)Nc2cccc(C)n2)nc2c1c(=O)n(C)c(=O)n2C` → CIT2 TOR yeast = 99; RPL19A TOR yeast = 91; AGP1 TOR yeast = /; LAP4-GFP MLPCN = 96; MEP2-GFP yeast = 101; proCasp3 act = 3; proCasp7 act = 11; AHR activator = 1
Shown for `Cc1cccc(NC(=O)c2ccc(S(=O)(=O)N(C)CC3CCCO3)cc2)c1C` (stereo not drawn) → CIT2 TOR yeast = 96; RPL19A TOR yeast = 100; AGP1 TOR yeast = 101; LAP4-GFP MLPCN = 113; MEP2-GFP yeast = 96; proCasp3 act = 8; proCasp7 act = 0; AHR activator = 0
Shown for `COc1ccc2nc(N3CCCC(C(=O)NCCCN4CCN(C)CC4)C3)sc2c1` (stereo not drawn) → CIT2 TOR yeast = 94; RPL19A TOR yeast = 96; AGP1 TOR yeast = 97; LAP4-GFP MLPCN = 90; MEP2-GFP yeast = 99; proCasp3 act = 1; proCasp7 act = 16; AHR activator = 7

The list continues.
SMILES	CIT2 TOR yeast	RPL19A TOR yeast	AGP1 TOR yeast	LAP4-GFP MLPCN	MEP2-GFP yeast	proCasp3 act	proCasp7 act	AHR activator
COc1ccc(OC)c(NC(=O)C23CCC(C)(C(=O)C2)C3(C)C)c1 (stereo not drawn)	98	99	102	97	105	3	-8	6
O=C(CNS(=O)(=O)c1ccc2ccccc2c1)NCCc1ccccn1	109	100	122	114	109	2	10	1
COc1ccc(-n2nnnc2SCC(=O)NCc2ccco2)cc1OC	107	108	110	113	112	3	-4	1
COc1ccc(Cc2c(O)nc(SCC(=O)NC(C)(C)C)[nH]c2=O)cc1	91	95	97	92	95	5	5	0
O=S(=O)(Nc1ccon1)c1ccc(Br)s1	94	96	98	93	94	-4	2	1
COC(=O)[C@]1(Cc2ccccc2)N[C@H](CN(C)S(=O)(=O)c2ccc(-c3ccccc3)cc2)[C@@H]2C(=O)N(C)C(=O)[C@@H]21	93	96	95	98	90	8	3	0
Nc1c2c3c(sc2nc(=O)n1N)CCCC3	92	94	101	121	87	2	6	2
COc1ccc(N2C(=O)CC(N(CCc3ccc(OC)c(OC)c3)C(=S)Nc3ccccc3)C2=O)cc1 (stereo not drawn)	86	95	90	93	88	-9	-13	1
Cc1ccccc1OCC(=O)NNC(=O)Cn1[nH]c(=O)c2ccccc2c1=O	101	99	96	88	106	-2	-3	3
CCOc1ccccc1CN1CCN(Cc2[nH]c3ccccc3c2C)CC1CCO (stereo not drawn)	102	102	103	98	99	-7	6	51*
CN(C)CCn1c(=O)n(-c2ccc(F)cc2)c(=O)c2c3c(sc21)CCCCC3	103	99	106	115	102	-5	-5	-2
CCOC(=O)c1c(NC(=O)CSC(=S)N(C)C)sc(C)c1C	99	110	101	99	98	9	7	-1
CCCCn1c(=NC(=O)c2cccnc2)c(C#N)cc2c(=O)n3cccc(C)c3nc21	96	91	95	94	94	-8	-3	10
CCNS(=O)(=O)c1ccc(CCC(=O)NCc2ccc(C)cc2)cc1	107	103	105	105	106	-3	-7	-1
O=C1c2cccnc2Nc2ccccc2N1CCCF	105	99	98	90	111	-3	-8	5
CC(=O)Nc1ccc(S(=O)(=O)NNC(=O)c2ccc(C)cc2)cc1	92	99	96	101	96	-8	4	2
CCOCCCn1c(SCC(=O)Nc2ccc3[nH]c(=O)[nH]c3c2)nc2ccccc2c1=O	90	93	100	101	96	-15	-2	0
Cn1c(N)c(C(=O)CSc2nc3ccccc3[nH]2)c(=O)n(C)c1=O	104	114	102	98	107	7	13	3
CS(=O)Cc1cc(Sc2ccccc2)nc(-c2cccnc2)n1 (stereo not drawn)	90	99	100	94	99	-1	-1	-2
COc1ccc(OC)c(Nc2nc3ccc(C)cc3n3cnnc23)c1	106	107	100	96	108	-7	-10	22
Fc1ccc(/C=C\c2nccc3c2[nH]c2ccccc23)cc1	76	93	79	98	88	-7	6	35
CCn1ncc(CNC(=O)c2cccc([N+](=O)[O-])c2)c1C	104	104	101	95	98	-3	0	1
CCCN(CC(=O)Nc1cc(Cl)ccc1Cl)C(=O)c1ccc2n[nH]nc2c1	106	111	116	115	108	2	0	1
COc1ccc(S(=O)(=O)n2nc(OC(=O)c3ccccc3Br)cc2N)cc1	90	94	87	/	88	-23	-21	-3
CCCCCC(O)(CCN1CCCCC1)c1ccccc1 (stereo not drawn)	97	104	97	89	101	-4	8	0
Other records
SMILES	CIT2 TOR yeast	RPL19A TOR yeast	AGP1 TOR yeast	LAP4-GFP MLPCN	MEP2-GFP yeast	proCasp3 act	proCasp7 act	AHR activator
Cc1ccnc(N/N=C/c2ccco2)n1	101	96	95	97	98	-4	-10	3
Cc1ccc(N(C(=O)C(F)(F)F)C(C(=O)NC2CCCCC2)c2ccncc2)cc1C (stereo not drawn)	113	108	109	90	107	-3	-10	-1
Cn1cnc2cc(NC(=O)c3ccc(Cl)cc3)ccc21	89	100	91	108	94	17	8	-5
COCc1cc(C)n(CC(=O)Nc2cc(C)cc(C)c2)c(=O)c1C#N	109	107	99	90	97	10	6	7
COCCNC(=S)NNC(=O)CSCc1ccc(Cl)cc1Cl	105	96	100	114	95	2	-16	0
COc1ccc(CCNC(=O)c2cc(-c3ccccc3)c(N3CCOCC3)s2)cc1OC	88	97	96	101	106	6	6	-2
CC(=O)Nc1ccc(NC(=O)CSc2nnc(C3CC3)n2-c2ccccc2)cc1	99	96	101	99	98	-7	5	1
CC1Cc2ccccc2N1C(=O)COC(=O)/C=C/c1cccc(F)c1 (stereo not drawn)	93	94	90	98	99	15	-4	0
Cn1c(SCc2ccc(Br)cc2)nnc1-c1ccncc1	/	93	90	98	91	-6	-5	-5
O=C(Nc1cccc(O)c1)c1ccc(C(F)(F)F)cc1	104	98	103	102	106	-2	-2	0
O=C(NNc1nc(-c2ccccc2)c2cc(Br)ccc2n1)c1ccc(S(=O)(=O)N2CCOCC2)cc1	87	99	100	103	98	-4	8	1

Arranged by formula weight (falling): part of the list above
SMILES	CIT2 TOR yeast	RPL19A TOR yeast	AGP1 TOR yeast	LAP4-GFP MLPCN	MEP2-GFP yeast	proCasp3 act	proCasp7 act	AHR activator
COc1ccc(S(=O)(=O)n2nc(OC(=O)c3ccccc3Br)cc2N)cc1	90	94	87	/	88	-23	-21	-3
COc1ccc2nc(N3CCCC(C(=O)NCCCN4CCN(C)CC4)C3)sc2c1 (stereo not drawn)	94	96	97	90	99	1	16	7
CCOc1ccccc1CN1CCN(Cc2[nH]c3ccccc3c2C)CC1CCO (stereo not drawn)	102	102	103	98	99	-7	6	51*
CCCn1c(SCC(=O)Nc2cccc(C)n2)nc2c1c(=O)n(C)c(=O)n2C	99	91	/	96	101	3	11	1
CC1CCN(CC(O)COC2CC(C)CCC2C(C)C)CC1 (stereo not drawn)	100	101	104	97	94	0	-3	13
